Bioassay records deposited in PubChem by Southern Research Specialized Biocontainment Screening Center.
MgcRacGAP inhibition: MgcRacGAP GTPase-activating activity inhibitors, confirmation, biochemical, ADP Hunter fluorescence | MgcRacGAP-stimulated Rac1 GTP hydrolysis, ADP Hunter fluorescence; higher % means a stronger effect; GST-tagged Rac1 F28L mutant substrate | inhibition, % at 30 µM; hits with a dose series show IC50 in µM | actives 0.6% (n = 340,000);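 active = first-screen hits whose inhibition reached a set limit at any dose in the follow-up dose series; inconclusive = inhibition above the set first-screen limit but never retested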;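 note: fluorescence reports GDP produced by GAP-driven GTP hydrolysis; strong numbers were not always called active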
SV40 large T antigen: SV40 large T antigen inhibitors, biochemical (AID 1903); SV40 large T antigen ATPase/helicase inhibition assay; higher % means a stronger effect; inhibition, % at 20 µM, or IC50 in µM where a hit was titrated; actives 0.39% (n = 310,000); in the data active = a potency from the dose series; inconclusive = inhibition mostly from about 32% at the one dose, without a potency; inactive = the rest, 99 in 100 with inhibition below about 32%; note: strong numbers were not always called active
An asterisk follows results filed as active; ? = inconclusive. This is a subset (hit frequency here may not be typical).

MgcRacGAP inhibition | SV40 large T antigen | mol
1.2% | 21.3% | CC(=O)c1cccc(OC(=O)c2ccc3c(=O)n4c(nc3c2)CCC4)c1
9.0% | 2.8% | Cc1cccc(NC(=O)CSc2nc(=O)n3ccccc3n2)c1C
3.7% | 13.7% | O=C(COc1ccccc1Cl)Nc1cccc(S(=O)(=O)NC2=NCCCCC2)c1
-0.8% | 17.3% | Cc1cccc(NC(=O)CNC(=O)c2cccc(-n3cccc3)c2)c1C
6.2% | 11.4% | O=C(CSc1nc(=O)n(CCCN2CCOCC2)c2c1CCCC2)Nc1cccc(Cl)c1
17.8% | 2.9% | CCOc1ccccc1CNn1cnnc1
12.7% | 1.3% | COC(=O)C1N[C@@H]([C@@H](NC(=O)COc2ccccc2)C(=O)NCc2ccccc2)SC1(C)C (some centres undefined)
1.9% | 9.4% | COc1ccccc1CNC(=O)COC(=O)c1ccc(-n2cnnn2)cc1
5.7% | 8.4% | Cc1cccc(NC(=O)CSCC(=O)N2CCN(Cc3ccc4c(c3)OCO4)CC2)c1
5.7% | 6.0% | CN(CC(=O)NC(=O)NCc1ccccc1)CC(=O)Nc1ccc(Cl)c(C(F)(F)F)c1
6.1% | 13.2% | COc1cccc(NC(=O)COC(=O)c2ccccc2SCC(=O)N2CCCC2)c1
6.4% | 13.5% | CN(CC(=O)Nc1cccc(F)c1)C(=O)c1ccc2c(=O)n3c(nc2c1)CCC3
1.4% | 25.4% | CN(CC(=O)Nc1cccc(F)c1)C(=O)CCNC(=O)c1ccco1
5.0% | 17.3% | CCc1noc(C)c1C(=O)NCCc1ccc(Cl)cc1
10.0% | 10.9% | COc1ccc(-c2nn(-c3ccccc3)cc2C(=O)NC2CCC(C)CC2)cc1 (centres undefined)
5.7% | 5.1% | Cc1cccc(-n2c(SCC(=O)N(C)C3CCS(=O)(=O)C3)nc3ccccc3c2=O)c1C (centres undefined)
5.7% | 7.0% | Nc1c2c(nc3ccccc13)CSCC2
-3.4% | 7.3% | O=C(NC1CC1)c1sc2cc(Cl)ccc2c1Cl
9.1% | 16.1% | COc1ccc(N2CCN(S(=O)(=O)CCNS(=O)(=O)c3ccccc3)CC2)cc1
17.0% | 11.5% | CCC(C)Sc1ccc(-c2nc3ccc(C)cn3c2NC2CCCCC2)cc1 (centres undefined)
13.3% | 12.3% | CN1CCN(c2ccc(S(=O)(=O)N3CCCCC3)cc2NC(=O)/C=C/c2ccc(Cl)c([N+](=O)[O-])c2)CC1
8.6% | 8.8% | Cc1cc(C(=O)CCC(=O)NCC2COc3ccccc3O2)c(C)s1 (centres undefined)
0.7% | 11.5% | O=C(c1ccc2c(=O)n3c(nc2c1)CCC3)N1CCN(S(=O)(=O)c2cccc(F)c2)CC1
3.4% | 11.7% | CC(=O)N/C(=C\c1ccccc1)C(=O)OCC(=O)Nc1cc(S(=O)(=O)N(C)C)ccc1C
7.0% | 10.0% | CCOc1ccc(NS(=O)(=O)c2ccc(C(=O)N3CCCC(C)C3)cc2)cc1 (centres undefined)
5.5% | 1.6% | Cc1ccc(S(=O)(=O)N2CCC(C(=O)N3CCCC(C(F)(F)F)C3)CC2)cc1C (centres undefined)
11.9% | 15.2% | Cc1ccc(NC(=O)CCC(=O)N/N=C/c2coc3ccc(F)cc3c2=O)cc1
4.2% | 22.3% | CO[C@@H]1[C@@H](OC(N)=O)[C@@H](O)C(Oc2ccc3c(O)c(NC(=O)c4ccc(O)c(CC=C(C)C)c4)c(=O)oc3c2C)OC1(C)C (some centres undefined)
-2.8% | 5.6% | COc1ccc2c(c1)CC[C@@H]1[C@@H]2CC[C@]2(C)[C@@H](C(C)=O)C[C@@H]12
6.5% | 4.1% | N#CC1(NC(=O)COC(=O)c2ncc(Cl)c(Cl)c2Cl)CCCCC1
8.0% | -0.2% | O=c1c(Oc2ccccc2)coc2cc(O)cc(O)c12
-1.4% | 20.3% | O=C(NCc1ccccc1F)C1CC(=O)N(c2ccc3c(c2)OCCO3)C1 (centres undefined)
12.1% | 8.9% | COC(=O)c1ccc2c(c1)N(Cc1nc(-c3ccc(Cl)cc3)oc1C)C(=O)C1CCCN21 (centres undefined)
5.4% | 15.5% | NC(=O)N/N=C/c1ccc([N+](=O)[O-])o1
2.7% | 13.3% | Cc1ccc(S(=O)(=O)N(C)c2ccc(C(=O)N(CC(C)C)C3CCS(=O)(=O)C3)cc2)cc1 (centres undefined)
10.3% | 15.2% | Cc1ccc([C@@H]2CC=C(C(=O)O)[C@H](c3ccccc3)N2S(=O)(=O)c2ccc(C)cc2)cc1
-5.3% | 17.0% | COc1ccc(C(=O)Oc2ccc(-c3nnco3)cc2)cc1S(=O)(=O)N1CCOCC1
11.7% | -2.9% | COc1ccc2c(c1)OC[C@H]1[C@H]2N2C(=O)c3cc(Cl)ccc3NC(=O)[C@@]2(C)[C@H]1c1ccccc1
3.9% | 10.6% | COc1ccc(-n2c(SCC(=O)Nc3ccccc3)nnc2-c2ccoc2C)cc1
17.5% | ? | COc1ccc(OC)c(C(=O)c2coc3cc(Br)c(O)c(Br)c23)c1

At a glance, 5 of the compounds above:
MgcRacGAP inhibition | SV40 large T antigen | mol
10.3% | 15.2% | Cc1ccc([C@@H]2CC=C(C(=O)O)[C@H](c3ccccc3)N2S(=O)(=O)c2ccc(C)cc2)cc1
-5.3% | 17.0% | COc1ccc(C(=O)Oc2ccc(-c3nnco3)cc2)cc1S(=O)(=O)N1CCOCC1
11.7% | -2.9% | COc1ccc2c(c1)OC[C@H]1[C@H]2N2C(=O)c3cc(Cl)ccc3NC(=O)[C@@]2(C)[C@H]1c1ccccc1
3.9% | 10.6% | COc1ccc(-n2c(SCC(=O)Nc3ccccc3)nnc2-c2ccoc2C)cc1
17.5% | ? | COc1ccc(OC)c(C(=O)c2coc3cc(Br)c(O)c(Br)c23)c1

Later entries:
MgcRacGAP inhibition | SV40 large T antigen | mol
-0.7% | 6.5% | COc1ccc(C#Cc2c(-c3ccsc3)oc3ccc(-c4cc(OC)c(OC)c(OC)c4)cc23)cc1
0.0% | 11.8% | CCOc1ccc(CCNC(=O)COC(=O)C2CC2)cc1OCC
2.6% | 10.9% | CC1(c2ccc(OC(F)F)cc2)NC(=O)N(CC(=O)Nc2ccc3[nH]c(=O)[nH]c3c2)C1=O (centres undefined)
6.6% | 9.6% | O=C(NCCC1=CCCCC1)c1cc(S(=O)(=O)N2CCOCC2)ccc1F
-2.3% | 6.3% | CS(=O)(=O)N(Cc1nc(-c2ccc(F)cc2)no1)c1ccccc1Cl
18.1% | 55.5% | Cc1cc2nc3ccc(N(C)C)cc3nc2cc1N
5.5% | 17.2% | COc1ccc(NS(=O)(=O)c2cccc(C(=O)NCC3(N4CCCCC4)CCCCC3)c2)cc1
6.1% | 27.2% | CSc1nnc(SCC(=O)N(C)c2c(N)n(Cc3ccccc3)c(=O)[nH]c2=O)s1
3.1% | 8.4% | Cc1ccccc1-c1nnc(SCC(=O)N(C)c2c(N)n(Cc3ccccc3)c(=O)[nH]c2=O)n1C
5.2% | 15.5% | c1ccc(-c2cnc(-c3ccccc3)nn2)cc1
6.5% | 9.7% | Cn1c(SCC(=O)NCCc2ccccc2)ncc(C(=O)Nc2ccc(F)cc2)c1=O
10.7% | 94.2% | Cc1cccc(-c2nn(-c3ccccc3)cc2C(=O)Nc2cccc(S(=O)(=O)NC3=NCCC3)c2)c1
3.1% | 13.9% | Cc1ccc(CN2CC(C(=O)OCc3ccccc3Cl)CC2=O)cc1 (centres undefined)
2.1% | 23.1% | O=C1N[C@@H](Cc2ccccc2)C(=O)N2[C@H]1C[C@]1(Br)c3ccccc3N(S(=O)(=O)c3ccccc3)[C@H]21
5.5% | 3.9% | O=C(Nc1cc2c3c(c1)CC(=O)N3CCC2)c1ccccc1Br
3.8% | 9.9% | COc1cc(NC(=O)c2ccccc2[N+](=O)[O-])ccc1NC(=O)c1cc2ccccc2o1
1.2% | 0.9% | CC1CC(C)CN(C(=O)COC(=O)C2CCN(S(=O)(=O)c3ccc4c(c3)OCCO4)CC2)C1 (centres undefined)
8.2% | 9.2% | Cc1cc(-c2ccc3c(c2)COc2c4ccccc4nn2-3)on1
4.4% | 3.8% | COc1cc(-c2nnc(NC(=O)CCS(=O)(=O)c3ccc(F)cc3)o2)cc(OC)c1OC
-0.4% | 4.2% | CC(C)CCN(C(=O)c1ccc(N2CCCC2=O)cc1)c1c(N)n(Cc2ccccc2)c(=O)[nH]c1=O

An excerpt from above in order of molecular weight, smallest number first.
MgcRacGAP inhibition | SV40 large T antigen | mol
3.1% | 13.9% | Cc1ccc(CN2CC(C(=O)OCc3ccccc3Cl)CC2=O)cc1 (centres undefined)
6.5% | 9.7% | Cn1c(SCC(=O)NCCc2ccccc2)ncc(C(=O)Nc2ccc(F)cc2)c1=O
4.4% | 3.8% | COc1cc(-c2nnc(NC(=O)CCS(=O)(=O)c3ccc(F)cc3)o2)cc(OC)c1OC
-0.4% | 4.2% | CC(C)CCN(C(=O)c1ccc(N2CCCC2=O)cc1)c1c(N)n(Cc2ccccc2)c(=O)[nH]c1=O
2.1% | 23.1% | O=C1N[C@@H](Cc2ccccc2)C(=O)N2[C@H]1C[C@]1(Br)c3ccccc3N(S(=O)(=O)c3ccccc3)[C@H]21

Other entries.
MgcRacGAP inhibition | SV40 large T antigen | mol
3.3% | 13.4% | Cc1ccc(NC(=O)COc2coc(CN3CCc4ccccc4C3)cc2=O)cc1Cl
3.7% | 9.4% | CC(NCC(=O)Nc1cc(S(=O)(=O)N2CCOCC2)ccc1Cl)c1ccc(Cl)cc1Cl (centres undefined)
-6.7% | 10.6% | Cc1ccc(S(=O)(=O)NCC(=O)OC(C)C(=O)c2ccccc2)cc1 (centres undefined)
7.6% | 12.0% | O=C(NCC(=O)N1CCN(S(=O)(=O)c2cccc(F)c2)CC1)c1ccc(Br)o1
5.3% | 24.9% | O=C(Nc1cccc(S(=O)(=O)N2CCCCCC2)c1)C1CCC1
1.7% | 5.4% | CC(Oc1ccccc1)C(=O)N1CCC2(CC1)Oc1ccc(F)cc1C(=O)C21CC(c2ccc(Cl)cc2)=NO1 (centres undefined)
-7.5% | 15.1% | C=CCN1C(=O)c2ccc(C(=O)N(C)CC(=O)Nc3ccccc3Cl)cc2C1=O
-3.8% | 13.5% | COCCn1c(N)c(N(Cc2ccccc2)C(=O)CSCC(=O)Nc2ccc(C)cc2)c(=O)[nH]c1=O
11.8% | 18.0% | CN(C(=O)COC(=O)c1cc(S(=O)(=O)N2CCOCC2)ccc1Cl)C1CCS(=O)(=O)C1 (centres undefined)
11.0% | 14.7% | CC(=O)Nc1ccc(NC(=O)CSC2=NS(=O)(=O)c3cc(Cl)ccc3N2)cc1

7 of the compounds above, in markdown:
| Structure | MgcRacGAP inhibition | SV40 large T antigen |
| --- | --- | --- |
| Cc1ccc(NC(=O)COc2coc(CN3CCc4ccccc4C3)cc2=O)cc1Cl | 3.3% | 13.4% |
| Cc1ccc(S(=O)(=O)NCC(=O)OC(C)C(=O)c2ccccc2)cc1 (centres undefined) | -6.7% | 10.6% |
| CC(Oc1ccccc1)C(=O)N1CCC2(CC1)Oc1ccc(F)cc1C(=O)C21CC(c2ccc(Cl)cc2)=NO1 (centres undefined) | 1.7% | 5.4% |
| CN(C(=O)COC(=O)c1cc(S(=O)(=O)N2CCOCC2)ccc1Cl)C1CCS(=O)(=O)C1 (centres undefined) | 11.8% | 18.0% |
| CC(NCC(=O)Nc1cc(S(=O)(=O)N2CCOCC2)ccc1Cl)c1ccc(Cl)cc1Cl (centres undefined) | 3.7% | 9.4% |
| COCCn1c(N)c(N(Cc2ccccc2)C(=O)CSCC(=O)Nc2ccc(C)cc2)c(=O)[nH]c1=O | -3.8% | 13.5% |
| CC(=O)Nc1ccc(NC(=O)CSC2=NS(=O)(=O)c3cc(Cl)ccc3N2)cc1 | 11.0% | 14.7% |

Next compounds follow:
MgcRacGAP inhibition | SV40 large T antigen | mol
2.3% | 12.9% | O=C(c1ccc(NS(=O)(=O)c2ccc(F)cc2)cc1)N1CCCCCC1
15.4% | 9.1% | COc1cc(/C=N/n2nnnc2N)cc(Cl)c1OC
0.6% | 17.5% | COc1ccccc1OCCNC(=O)c1ccc(C)o1
0.4% | 12.2% | Cc1n[nH]c(=O)c2c(NC(=O)CSc3nc4ccccc4c(=O)n3-c3ccc(OC(F)F)cc3)oc(C)c12
6.8% | 7.3% | COC(=O)C1=C(CCc2ccccc2)NC(=O)NC1c1ccc([N+](=O)[O-])cc1 (centres undefined)
4.5% | 9.7% | CC(C)CN(C(=O)COC(=O)CNC(=O)c1ccccc1F)c1c(N)n(Cc2ccccc2)c(=O)[nH]c1=O
6.5% | 13.9% | Cc1cc(C)n(CC(=O)NC2CCCCC2C)c(=O)c1C#N (centres undefined)
1.3% | 5.8% | CC(C)c1ccc(S(=O)(=O)NC2CCS(=O)(=O)C2)cc1 (centres undefined)
? | 15.5µM* | CCc1nc(SCC(=O)Nc2ccc(N(C)C)cc2)n[nH]1
